Compound activity deposited in PubChem by several laboratories.
Insulin prom inh: TRM-6 insulin promoter activity inhibition; inhibition, % at 2 µM; TRM-6 cells (human fetal islet line), insulin promoter-eGFP reporter, imaging; reporter expression induced with tamoxifen; 130,000 compounds, 0.9% hits; AID 1273;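 active = inhibition above the mean plus 3 SD, with well images judged a real hit on visual review, cut at about 60% in these data, passing the limit was not always enough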
SDO1 yeast rescue: compounds rescuing growth of sdo1-depleted yeast, bone marrow failure model. z-score at 10 µM. 140,000 compounds, 0.21% hits. AID 817. S. cerevisiae sdo1-depleted JHY4D growth rescue, OD600 30 h; active compounds read high; pdr5 snq2 efflux-pump mutant strain;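 active = z-score above 3 at both the 24 hr and the 30 hr optical density reads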;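 also: z-score against mean and SD of all compound wells on the same plate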
SDO1 yeast rescue Rescue 24 h: further read-out of SDO1 yeast rescue, marked with its call; z-score; S. cerevisiae sdo1-depleted JHY4D growth rescue, OD600; measured here: growth rescue at 24 h;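 0 is the plate mean of compound wells and units are plate SD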
Numbers without * were called inactive; x = no result given. An excerpt. The share of hits here may be higher or lower than overall.

Start of the listing, in advance, two compounds:
Under each structure: Insulin prom inh | SDO1 yeast rescue | SDO1 yeast rescue Rescue 24 h
> Cc1ccccc1C(=O)NC(NC(=S)Nc1ccc(S(N)(=O)=O)cc1)C(Cl)(Cl)Cl (configuration not stated)
    -9 | 0.9 | 1.1
> COCCn1nnnc1CN(CCc1ccccc1)Cc1cc2ccc(C)cc2[nH]c1=O
    -43 | 0.22 | -0.26

All compounds of this part, from the first entry:
Under each structure: Insulin prom inh | SDO1 yeast rescue | SDO1 yeast rescue Rescue 24 h
> Cc1ccccc1C(=O)NC(NC(=S)Nc1ccc(S(N)(=O)=O)cc1)C(Cl)(Cl)Cl (configuration not stated)
    -9 | 0.9 | 1.1
> COCCn1nnnc1CN(CCc1ccccc1)Cc1cc2ccc(C)cc2[nH]c1=O
    -43 | 0.22 | -0.26
> CN(C)c1cccc(NC(=O)CCc2ccccc2)c1
    50 | -0.38 | -0.44
> Cc1cc(C)nc(SCc2nnc(SCC(=O)Nc3nccs3)n2Cc2ccco2)n1
    -27 | -0.04 | -0.08
> CCC(=O)NC(=S)Nc1cccc(Cl)c1N1CCCCC1
    3 | -0.5 | 0.09
> COc1ccc2oc(=O)c(C(=O)N3CCN(c4ccccc4C)CC3)cc2c1
    -55 | -0.96 | -0.97
> Cc1sc2nc(C3CC3)nc(NCCNS(=O)(=O)c3ccccc3)c2c1C
    -17 | -1.1 | 0.01
> CCOc1cc(NC(=O)c2ccccn2)c(OCC)cc1NC(=O)c1ccccc1
    46 | x | x
> COC(=O)CSc1nnc(CNC(=O)c2ccc(OC)cc2OC)n1C
    x | 1.4 | 0.46
> CCC1=[N+](CC(=O)c2ccc(C)cc2)CCn2c(C)ccc21
    x | -0.29 | -0.14
> Cc1ccc(OCC(O)Cn2nc(C)cc2C)cc1 (configuration not stated)
    33 | x | x
> COc1ccc(CCNc2oc(COc3ccccc3Cl)nc2C#N)cc1OC
    x | -0.8 | -0.9
> C=CCn1c(SCCOC)nc2c1c(=O)[nH]c(=O)n2C
    x | 0.66 | -0.19
> C=CCn1c(SCC(=O)/C(C#N)=C(\C)N)nnc1C1CCCCC1
    x | 0.73 | 0.87
> Oc1cc(-c2ccccc2)c2ccccc2c1
    -19 | -1.9 | -1.3
> Cc1onc(-c2ccccc2Cl)c1C(=O)Nc1nnc(-c2ccc(F)cc2)s1
    x | -1.9 | -1.2
> O=C(NN=C(Cc1ccccc1)Cc1ccccc1)c1ccccc1O
    15 | x | x
> CCN(CC)S(=O)(=O)c1cccc(-c2nnc(SCC(=O)NC3CCCC3)n2N)c1
    -69 | -0.07 | -0.98
> COc1cc(NC(=O)c2cccc(Cl)c2)c(OC)cc1NC(=O)CN1CCOCC1
    x | 0.05 | -0.15
> Brc1ccc(-c2nnc(-c3cccc(Br)c3)o2)cc1
    -32 | 0 | 1.3
> Cn1c(=O)oc2cc(S(=O)(=O)N3CCC(C(=O)N4CC=C(c5ccccc5)CC4)CC3)ccc21
    x | -0.29 | -0.72
> COc1ccc(-n2c(=S)[nH]c3cc(C(=O)NCc4ccco4)ccc3c2=O)c(OC)c1
    34 | 0.32 | -0.31
> O=C(O)CCCCCNC(=O)Nc1ccc2c(c1)OCCO2
    -19 | -0.06 | -0.45
> CN(c1nc(-c2ccccc2)cs1)C1CCS(=O)(=O)C1 (configuration not stated)
    -12 | -0.27 | -0.18
> Cc1cc(=O)oc2cc(OCc3ccc(S(=O)(=O)N4CCOCC4)cc3)ccc12
    55 | -0.41 | -0.19
> Cc1ccc2c(n1)CC(C)(C)C/C2=N\O
    90* | 1.2 | 1.3
> CC(C)(C)c1cc(NC(=O)CSc2nnc(NCc3ccccc3)s2)n(-c2ccccc2)n1
    x | 0.39 | 0.12
> Nc1c(NC2CCCCC2)c2ccccc2oc1=O
    22 | -0.82 | -0.48
> Cc1ccccc1C(=O)N/N=C1\SCC(=O)N1Cc1ccco1
    48 | x | x
> O=C(COC(=O)c1cncc(Br)c1)NCc1ccccc1Cl
    -33 | x | x

Arranged by value in SDO1 yeast rescue (falling): 3 of the compounds above.
smiles,SDO1 yeast rescue
CC(C)(C)c1cc(NC(=O)CSc2nnc(NCc3ccccc3)s2)n(-c2ccccc2)n1,0.39
COCCn1nnnc1CN(CCc1ccccc1)Cc1cc2ccc(C)cc2[nH]c1=O,0.22
O=C(O)CCCCCNC(=O)Nc1ccc2c(c1)OCCO2,-0.06

The results go on.
Under each structure: Insulin prom inh | SDO1 yeast rescue | SDO1 yeast rescue Rescue 24 h
> O=C(c1ccco1)N1CCN(S(=O)(=O)c2ccc(S(=O)(=O)NC3CCCCC3)cc2)CC1
    x | 0.3 | 1.4
> O=C(Nc1nn[nH]n1)c1cccc([N+](=O)[O-])c1
    38 | x | x
> O=C1NN=COc2ccccc21
    20 | x | x
> Cn1cc(C(=O)N/N=C/c2cccs2)c2ccccc21
    x | -0.11 | -1.1
> O=C(N/N=C/c1coc2ccccc2c1=O)c1cn(-c2ccccc2)nc1-c1ccc(F)cc1
    6 | -1.4 | -0.41
> O=C(Nc1ccc(Cl)cc1)C1CCN(C(=O)NC2CCCCC2)CC1
    19 | -0.04 | -0.11
> COc1cccc(NC(=O)N2CCC(N3CCCCC3)CC2)c1
    0 | -0.43 | -0.52
> O=C(COC(=O)C1CCCC1)NCc1ccc(Cl)cc1
    26 | x | x
> COc1ccc(C2C(C#N)=C(N)Oc3cc(N)ccc32)cc1OC (configuration not stated)
    x | 0.07 | -0.28
> CCOC(=O)c1ccc2c(c1)C(=O)N(C1CCCCC1)C2=O
    -21 | 1.1 | 1.1
> CC1(C(=O)Nc2nnc(SCc3ccccc3)s2)Cc2ccccc2C(=O)O1 (configuration not stated)
    20 | -2 | -1.5
> CC(=O)NC12CC3CC(C1)CC(C(=O)OCC(=O)NC(=O)c1cccn1C)(C3)C2
    x | -0.18 | -0.71
> Cc1ccsc1C1NC(=O)c2ccccc2N1 (configuration not stated)
    27 | 0.28 | 0.11
> CC(=O)C1=C(O)C(=O)N(CCN2CCOCC2)C1c1ccc(N(C)C)cc1 (configuration not stated)
    51 | x | x
> Cc1ccc(C(=O)CSc2n[nH]c(-c3ccco3)n2)cc1C
    32 | -1.7 | -1.4
> CNC(=S)N1CCc2ccccc2C1
    22 | 0.07 | -0.26
> NC(=O)CNC(=O)[C@@H]1CC2(CC(c3ccccc3)=NO2)CN1C(=O)c1ccc(Br)cc1 (some centres not stated)
    x | 0.51 | 0.17
> Cc1nnc(SCc2ccc([N+](=O)[O-])cc2)[nH]c1=O
    -42 | x | x
> CCOC(=O)c1cc(NC(=O)c2ccc(OC)cc2)c(=O)oc1-c1ccccc1
    21 | -0.9 | -0.67
> CN(CC(=O)Nc1ccc(Cl)c(Cl)c1)C(=O)/C=C/c1ccc(F)cc1
    x | -0.54 | -0.34
> O=C(/C=C/c1ccccc1)NCCc1ccc2c(c1)OCCO2
    x | 0.65 | 0.18
> COc1cccc(C(=O)Nc2ccc(N(C)C)cc2)c1OC
    -10 | -0.24 | 0.45
> N#CC1=C2N=C(N)c3ccccc3N2C2=C(C(=O)CCC2)C1c1cccc(Cl)c1 (configuration not stated)
    -2 | 1.8 | 1.5
> Cc1cc(-c2ccc(N3CCOCC3)cc2)nc2ccccc12
    x | -1.6 | -1.3
> CC1CCN(C(=O)C2CCN(CC(C)c3ccccc3)CC2)CC1 (configuration not stated)
    -368 | 0.58 | 0.6
> COC(=O)c1ccc(OCCOc2ccc(C(=O)OC)cc2)cc1
    -21 | -0.12 | -0.18
> CC(=O)OCCCN1C(=O)c2ccc(Br)cc2C1=O
    x | 0.32 | -0.42
> Cc1cc(SCC(=O)OCC(=O)NCc2ccc3c(c2)OCO3)c(C)cc1Br
    47 | 0.39 | -0.09
> Cc1cc(C)n2nc(SCC(N)=O)nc2n1
    24 | x | x
> O=C(OCCN1CCN(c2ncc(C(F)(F)F)cc2Cl)CC1)c1ccc(Cl)cc1
    9 | -0.64 | 0.02
> O=C(CCc1ccccc1)Nc1ccncc1
    -58 | -0.07 | -0.45
> CCOC(=O)C(=O)Nc1ccc(Oc2ccccc2)cc1
    -27 | x | x
> O=C(CCSCc1ccccc1Cl)NC1CCCCC1
    -33 | x | x
> O=[N+]([O-])c1ccc(Cl)c2cccnc12
    6 | x | x
> Cc1cccc(NS(=O)(=O)c2cccc3cccnc23)n1
    x | 0.54 | 0.58
> CN1CCN(C(=O)c2cn(-c3ccccc3)nc2-c2cccnc2)CC1
    -10 | -0.07 | -0.47
> CC(C)NC(=O)Cn1c(SCC(=O)N2CCCCCC2)nc2ccccc21
    11 | 0.63 | 0.65
> Cc1ccc(N/N=C(\C#N)C(N)=S)c(C)c1
    -6 | -2 | -0.76
> Cc1ccc2cc(S(=O)(=O)NCCCC(=O)O)ccc2c1
    18 | -0.08 | 0.18
> CCSc1nnc(NC(=O)C2(C)Cc3ccccc3C(=O)O2)s1 (configuration not stated)
    -3 | -1.3 | -1.1
> CCOC(=O)c1sc2nc(CSc3nc4ccccc4n3CC)[nH]c(=O)c2c1C
    x | -1 | 0.21
> CC(C)CCn1c(O)c(N=Nc2ccccn2)c2ccccc21
    3 | 0.28 | 1.1
> O=C(N/N=C/c1cc(Cl)ccc1O)c1ccc(Br)cc1
    x | -1.6 | -0.52
> COc1ccc(Cc2nnc(NS(=O)(=O)Cc3ccccc3)s2)cc1
    x | 0.64 | 1.3
> NC(=O)c1c(NC(=O)CCCn2cnc([N+](=O)[O-])n2)sc2c1CCCC2
    -18 | x | x
> Cc1c(NC(=O)c2cc(-c3ccc4c(c3)OCO4)on2)c(=O)n(-c2ccccc2)n1C
    x | -0.48 | -1.1
> COc1ccc(C(=O)COC(=O)CCn2nnc(-c3cccs3)n2)cc1
    -19 | -0.26 | -0.26
> Cc1cc(C(=O)Nc2ccccn2)no1
    -1 | 0.06 | -0.03
> COc1ccccc1C1/C(=C(/O)c2ccc(Cl)cc2)C(=O)C(=O)N1CCN1CCOCC1 (configuration not stated)
    16 | 0.01 | 0.06
> COc1ccc(N2CCN(Cc3cc(OC)c(O)c([N+](=O)[O-])c3)CC2)cc1
    7 | 0.82 | 0.79
> O=C(c1cc2c(s1)CCCCC2)N1CCN(c2ncccn2)CC1
    -3 | -1.2 | -0.38
> Cn1cccc1/C=N/NC(=O)c1cc(-c2cccs2)nc2ccccc12
    25 | -1.4 | -0.78
> COc1ccc(C(C[N+](=O)[O-])n2nc(C)cc2C)cc1 (configuration not stated)
    8 | -2 | -0.33
> C/C(=C1\SC(N2CCOCC2)=NC1=O)c1ccccc1
    x | -0.5 | -0.85
> COc1ccc(C2=NN(C(=O)c3cccs3)C(c3ccccc3O)C2)cc1 (configuration not stated)
    21 | x | x
> COc1ccccc1/C=C/C(=O)NC(=S)N(C)C1CCCCC1
    5 | -0.72 | -0.23
> C=CCOC(=O)/C(=C/c1ccco1)NC(=O)/C=C/c1ccccc1
    -3 | -0.51 | -1.1
> O=C(O)c1cccnc1SC1CC(=O)N(CCc2ccccc2)C1=O (configuration not stated)
    17 | 0.18 | 0
> O=C(CCCc1nc2ccccc2s1)NC(c1ccccc1)c1ccccc1
    -28 | -0.92 | -0.07
> Clc1ccc(Oc2cccc(/C=N/n3cnnc3)c2)cc1
    x | -1.6 | -1

An excerpt from above with just SDO1 yeast rescue:
canonical_smiles | SDO1 yeast rescue
O=C(c1cc2c(s1)CCCCC2)N1CCN(c2ncccn2)CC1 | -1.2
Cn1cccc1/C=N/NC(=O)c1cc(-c2cccs2)nc2ccccc12 | -1.4
COc1ccc(C(C[N+](=O)[O-])n2nc(C)cc2C)cc1 (configuration not stated) | -2

Next compounds.
Under each structure: Insulin prom inh | SDO1 yeast rescue | SDO1 yeast rescue Rescue 24 h
> CCCc1cc(=O)[nH]c(SCC(=O)c2cc(C)n(C3CC3)c2C)n1
    15 | -0.6 | -1
> CCN(CC)CC(C)CNC(=O)CC(C(=O)N1CCc2ccccc21)n1ccnc1 (configuration not stated)
    9 | 0.82 | 0.57
> CCOC(=O)c1ccc2nc(Nc3nc4ccc(F)cc4s3)sc2c1
    -72 | 1.1 | 1.1
> CCCn1nnc(NC(=O)c2ccccc2Br)n1
    44 | 1 | 0.05
> Cc1c(Nc2ncnc3nc[nH]c23)c(=O)n(-c2ccccc2)n1C
    -20 | 0.28 | -0.32
> CCOC(=O)C1=C(C)NC(SCC(=O)O)=NC1c1ccccc1 (configuration not stated)
    -5 | -0.68 | -0.29
> COc1cc(C(C)=O)ccc1OCC(O)CN1CCN(S(=O)(=O)c2ccccc2)CC1 (configuration not stated)
    17 | 0.69 | 0.74
> CCN1CCCC(CO)(Cc2ccccc2)C1 (configuration not stated)
    -36 | x | x
> O=C1Nc2ccccc2/C1=N/c1sc2c(c1C(=O)NCCc1ccccc1)CCCC2
    x | -0.36 | -0.28
> CCOc1ccc(Nc2nc(Cc3nnc(SCC(N)=O)o3)cs2)cc1
    x | 1.6 | 1.7
> CCOc1ccc(NC(=O)C(=O)NCc2ccncc2)cc1
    48 | x | x
> COc1ccccc1NC(=O)CSc1nnc(Cc2cccn2C)n1-c1ccc(F)cc1
    x | -0.81 | -1.2
> O=C(N/N=C/c1cc([N+](=O)[O-])c(N2CCOCC2)cc1N1CCOCC1)c1cccnc1
    69* | x | x
> COc1ccc(/C=C(\NC(=O)c2ccccc2)C(=O)OCC2CCCN3CCCCC23)cc1OC (configuration not stated)
    -56 | x | x
> COc1ccc(N(Cc2cc3cc(OC)ccc3[nH]c2=O)C(=O)C2CCCO2)cc1 (configuration not stated)
    -112 | 0.07 | -0.23
> Cc1ccc(-c2nn(CC(=O)Nc3ccc4c(c3)nc3n4CCOC3)c(=O)c3ccccc23)cc1
    x | -0.26 | 0.9
> Cn1c(CNC(=O)c2ccco2)nnc1SCC(=O)Nc1cccc(Br)c1
    62 | -0.08 | 0.09
> CC(=O)c1ccc(NC(=S)NCCc2ccccn2)cc1
    32 | -0.86 | -0.63
> CC(Nc1cccc2ccccc12)C(=O)N/N=C/c1ccc([N+](=O)[O-])cc1 (configuration not stated)
    32 | -1.5 | -0.69
